# GSH fluor = GSH bead compound fluorescence profile | GSH beads flow cytometry, compound fluorescence 488/530 nm; active compounds read high | fluorescence (KMESF) at 10 µM | 190,000 compounds, 0.25% hits | AID 1776; in the data active = fluorescence above about 89;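 note: glutathione beads carrying GST-tagged Bcl family fusion proteins plus one bare bead set; values are compound well signal with DMSO vehicle wells as background; inactives centre near 16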
# ABCB1 block = inhibitors of human ABCB1 transporter, ABCG2 counter-screen | P08183 | CCRF-Adr cells, JC-1 efflux, flow cytometry | inhibition, % at 6.6 µM | 190,000 compounds, 0.067% hits | AID 1326; in the data active = inhibition above about 40%;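 note: 0% = vehicle and 100% = reference inhibitor; higher value means more JC-1 retained so stronger ABCB1 efflux block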
# Pf gamet viab = inhibitors of late stage P. falciparum gametocyte viability; 150,000 compounds, 0.065% hits; inhibition, % at 10.9 µM; P. falciparum stage V gametocytes, ATP luminescence, 24 h; AID 743093;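 active = inhibition above the mean plus 3 SD of compounds within the control limits, set per campaign, cut at about 38% in these data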;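 note: 0% = DMSO wells and 100% = medium only without gametocytes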
# HRas wt GTP = changes GTP binding to wildtype human HRas | P01112 | GST-Ras wt beads, Bodipy-FL-GTP binding, flow cytometry; actives lie on both sides | GTP binding activity, % at 10 µM | 190,000 compounds, 0.14% hits | AID 759;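 active = GTP binding activity at least 20% away from the 100% baseline, either lowered as inhibitor or raised as activator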;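 note: 0% = unlabeled GTP competition control and 100% = no-compound control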
# Target sequence (P01112 whole entry, looked up): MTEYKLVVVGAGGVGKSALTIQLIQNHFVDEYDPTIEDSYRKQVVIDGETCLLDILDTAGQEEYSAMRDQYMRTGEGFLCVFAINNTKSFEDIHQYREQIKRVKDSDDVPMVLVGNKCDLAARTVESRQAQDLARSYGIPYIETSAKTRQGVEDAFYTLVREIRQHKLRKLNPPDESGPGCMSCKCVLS
# Avidin fluor = avidin bead compound fluorescence profile | Avidin beads, compound fluorescence 488/530 nm, flow cytometry; active compounds read high | fluorescence (KMESF) at 10 µM | 220,000 compounds, 0.38% hits | AID 1775; in the data active = fluorescence above about 47; note: inactives centre near 10
# Cdc42 wt GTP = changes GTP binding to wildtype human Cdc42; P60953; GST-Cdc42 beads, Bodipy-GTP binding, flow cytometry; actives lie on both sides; percent activity (GTP binding), % at 10 µM; 190,000 compounds, 0.2% hits; AID 761;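 active = percent activity GTP binding at least 20 points away from the 100% baseline, either down as inhibitor or up as activator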;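 note: median bead fluorescence of bound Bodipy-FL-GTP at 100 nM; 0% = excess unlabeled GTP control and 100% = no compound control; below 100% means less GTP binding so inhibitor and above means activator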
# Target sequence (P60953 whole entry, looked up): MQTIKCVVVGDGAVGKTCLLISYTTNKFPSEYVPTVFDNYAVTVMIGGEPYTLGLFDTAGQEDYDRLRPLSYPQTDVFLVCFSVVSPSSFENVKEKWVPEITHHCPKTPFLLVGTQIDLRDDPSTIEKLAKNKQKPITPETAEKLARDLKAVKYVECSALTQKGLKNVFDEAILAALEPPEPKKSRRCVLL
# Rab2A wt mod = changes GTP binding to wildtype dog Rab2A, up or down. 190,000 compounds, 0.19% hits. AID 760. GTP binding activity, % at 10 µM. GST-Rab2 wt beads, Bodipy-GTP binding, flow cytometry;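 active = GTP binding activity at least 20 points away from 100%, either lowered or raised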;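 note: 0% = beads with excess unlabeled GTP and 100% = no-compound control corrected for plate trend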
# Rab7 wt GTP bind = dog Rab7 wildtype GTP binding, inhibitors and activators; 190,000 compounds, 0.055% hits; GST-Rab7 beads, fluorescent GTP binding, flow cytometry; actives lie on both sides; untreated = 100%, excess cold GTP = 0%; GTP binding activity (percent of control), % at 10 µM; AID 758;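 active = fluorescent GTP binding to Rab7 beads changed by at least 20 points from the 100% baseline, either direction, mostly lower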;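 note: median green fluorescence of bound Bodipy-FL-GTP per Rab7 bead population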
# ABCG2 inh = blocks JC-1 efflux by human ABCG2 transporter; Q9UNQ0; IgMXP3 cells, flow cytometry; inhibition, % at 6.6 µM; 190,000 compounds, 0.1% hits;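 active = inhibition above 80%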;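 note: 0% = DMSO and 100% = nicardipine control wells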
# Target sequence (Q9UNQ0 whole entry, looked up): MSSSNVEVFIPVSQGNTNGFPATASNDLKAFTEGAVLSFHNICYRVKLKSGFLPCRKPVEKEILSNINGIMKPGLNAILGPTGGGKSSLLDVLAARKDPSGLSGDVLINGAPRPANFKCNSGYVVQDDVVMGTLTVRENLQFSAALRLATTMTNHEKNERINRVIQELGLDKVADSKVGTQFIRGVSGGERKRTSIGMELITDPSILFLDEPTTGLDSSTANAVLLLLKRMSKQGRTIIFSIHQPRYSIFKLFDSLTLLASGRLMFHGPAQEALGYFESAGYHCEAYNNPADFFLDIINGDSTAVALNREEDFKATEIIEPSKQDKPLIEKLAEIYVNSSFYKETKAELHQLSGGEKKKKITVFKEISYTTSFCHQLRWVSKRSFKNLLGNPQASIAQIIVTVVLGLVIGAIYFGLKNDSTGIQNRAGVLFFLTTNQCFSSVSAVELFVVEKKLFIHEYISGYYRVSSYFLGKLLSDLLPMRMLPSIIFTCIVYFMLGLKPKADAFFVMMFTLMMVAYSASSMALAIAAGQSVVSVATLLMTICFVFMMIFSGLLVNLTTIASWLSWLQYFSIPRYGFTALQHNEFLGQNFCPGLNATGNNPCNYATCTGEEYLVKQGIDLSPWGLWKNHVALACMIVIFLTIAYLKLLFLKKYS
#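 Assay system – ABCG2 IgMXP3 and barcoded ABCB1 CCRF-Adr cell mix · Input – 3 million cells/mL in well · Reagent – JC-1 fluorescent substrate · Compound – single test compound dose, 6.6 µM final · Timing – 10 min exposure at 25 °C with rotation, no wash · Detection – flow cytometry of retained JC-1 fluorescence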
# Rac1 act GTP bind = human Rac1 activated mutant GTP binding change. P63000. GST-Rac1 activated beads, fluorescent GTP binding, flow cytometry; actives lie on both sides; 100% means binding = to untreated wells. percent activity (GTP binding), % at 10 µM. 190,000 compounds, 0.11% hits. AID 764;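 active = GTP binding at least 20 percentage points away from the 100% baseline, in either direction, so actives lie on both sides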
# Rac1 wt GTP bind = alters GTP binding to wildtype human Rac1. GST-Rac1 beads, fluorescent GTP binding, flow cytometry; actives lie on both sides; 0 = cold GTP competed, 100 = untreated. GTP binding activity (% of control), % at 10 µM. 190,000 compounds, 0.27% hits;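 active = GTP binding activity at least 20 points away from the 100% control level, either lower or higher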
# * hit, by the source's call; / = not tested or not shown. Compounds as they come (roughly 1.1% active in at least one column).
SMILES,GSH fluor,ABCB1 block,Pf gamet viab,HRas wt GTP,Avidin fluor,Cdc42 wt GTP,Rab2A wt mod,Rab7 wt GTP bind,ABCG2 inh,Rac1 act GTP bind,Rac1 wt GTP bind
COc1ccc(CC(=O)Nc2cc(NC(=O)Cc3ccc(OC)c(OC)c3)cc(C(=O)O)c2)cc1OC,17,0.1,-13,96,10,95,95,96,0,95,100
COc1cccc(/C=C2\N=C(SC)SC2=O)c1OC,20,0.5,/,101,27,100,98,96,55,98,106
COc1cc2cccc(OC)c(=O)c2c(OC)c1OC,15,0.4,/,98,11,101,98,104,5,97,104
COc1ccc(CS(=O)c2nc(C)cc(C)c2S(C)(=O)=O)cc1 (stereo not given),15,-0.1,/,98,14,102,98,98,1,100,102
CCOC(=O)c1ccc(CNC(=O)Cn2nnc(-c3ccccc3)n2)o1,11,0.1,5,103,19,102,103,110,13,99,107
CC(C)N1CCC(N2CCN(CCCn3cccn3)CC2CCO)CC1 (stereo not given),11,0.0,-7,99,11,98,100,105,0,94,101
CC(C)Nc1ncnc2c1cnn2-c1ccccc1,14,0.1,/,98,22,104,100,102,5,100,105
CCOC(=O)c1ccccc1NS(=O)(=O)c1ccc(OC)cc1,28,3.0,11,96,3,95,98,99,39,99,97
O=C1CC(c2ccco2)=Nc2ccccc2N1,69,0.0,/,100,7,103,100,94,3,99,101
CCOc1ccc(C(=O)Nc2cccc(C(=O)O)c2C)cc1Cl,9,0.5,11,101,5,101,99,97,2,99,103
CCOc1ccc(C(=O)c2cc([N+](=O)[O-])ccc2Cl)cc1,29,-0.6,-9,100,8,101,100,104,2,97,103
O=S(=O)(Nc1nc2ccccc2nc1Cl)c1ccc2c(c1)OCCO2,16,0.1,/,89,7,88,89,91,10,87,92
CCCN1C2CCCC1CC(NC(=S)Nc1ccc(OC)cc1)C2 (stereo not given),19,0.1,/,99,12,98,100,104,0,95,99
COC(=O)c1ccc(NC(=O)CNc2ccccc2)cc1,9,1.5,1,96,3,96,96,92,3,95,96
COc1ccc(C(C)NC(=O)c2ccc(Br)cc2)cc1OC (stereo not given),11,-0.3,4,100,12,99,100,97,4,100,104
Cc1ccc(Cn2nnc3c(=O)n(CC(=O)N4CCCCC4)cnc32)cc1,20,-0.2,/,103,7,105,105,103,0,97,101
N/C(Cc1ccc(Cl)cc1Cl)=N\OC(=O)c1ccccc1,23,0.1,-5,96,10,96,97,96,2,95,98
C=CCn1c(=O)n(C(=O)OCC)c2cc(Br)ccc21,10,0.0,26,96,10,97,97,101,8,95,98
O=C(CCCn1c(=S)[nH]c2cc3c(cc2c1=O)OCO3)N1CCN(c2ncccn2)CC1,31,0.2,-6,101,18,99,99,100,5,100,99
CC[C@H](C)C1NC(=O)[C@H](CC(=O)O)NC(=O)c2cc([N+](=O)[O-])cc(I)c2NCCC(C(N)=O)NC1=O (stereo not given in full),17,-0.5,/,94,10,95,94,91,0,92,97
CC(=O)c1cccc(NC(=O)CN2C(=O)C3C4C=CC(C4)C3C2=O)c1 (stereo not given),54,0.1,/,101,7,102,98,97,0,95,99
O=S(=O)(NCCc1ccccc1F)c1cccc(S(=O)(=O)N2CCOCC2)c1,37,0.6,/,93,11,94,92,93,5,90,91
O=C(O)c1ccc(C(=O)c2ccc3c(c2)C(=O)N(Cc2ccco2)C3=O)cc1,29,0.1,-3,98,13,101,100,96,8,96,102
O=C(NC(=S)Nc1ccc(N2CCOCC2)cc1)c1ccc(Cl)cc1,4,0.3,/,101,14,103,100,107,26,99,108
O=c1oc(-c2cccc(S(=O)(=O)N3CCOCC3)c2)nc2ccccc12,15,0.8,/,88,13,88,87,95,3,90,87
COc1cccc(C2C(C(=O)Nc3cccnc3)=C(C)Nc3nnnn32)c1OC (stereo not given),24,0.4,13,101,35,99,101,104,-1,98,103
COc1ccc(N(CC(O)Cn2c(C)nc3ccccc32)S(=O)(=O)c2ccccc2)cc1 (stereo not given),9,10,/,99,2,100,98,97,11,97,105
Cc1cc(NC(=O)CCC(=O)N(c2ccccc2)C(C(=O)NC2CCCC2)c2cccs2)no1 (stereo not given),5,0.7,5,100,7,100,97,97,2,97,99
Cc1ccc(-c2c(C(=O)NC(C)C)oc(=O)c3ccccc23)cc1,15,0.6,-5,102,10,99,101,103,7,99,104
COc1ccc(C(=O)c2cc(C(C)=O)c(Nc3ccccc3)s2)cc1,5,0.7,/,97,12,96,94,91,3,96,100
O=[N+]([O-])c1ccc(N/N=C/c2ccccc2)c(F)c1,12,-0.1,-6,96,11,103,100,98,0,99,99
O=C(COc1ccc(Cl)cc1)OCC(=O)N1CCCCCC1,5,-0.1,/,98,8,98,100,99,0,98,103
Cc1cccc(NC(=O)CCn2nc(C)cc2C)c1,15,0.4,-6,100,7,100,98,96,9,97,98
CCSc1nc2sc3c(c2c(=O)[nH]1)CCc1ccccc1-3,9,0.3,/,98,5,99,97,98,4,99,101
CNc1oc(-c2ccc(C)cc2)nc1P(=O)(c1ccccc1)c1ccccc1,15,1.2,/,105,16,107,101,101,5,101,111
CC(C)OC(=O)c1c(NC(=O)c2ccco2)sc2c1CCCCC2,51,0.5,14,103,6,103,104,102,6,98,103
COC(=O)C1CCN(C(=O)COC(=O)[C@@H]2CC(O)CN2S(=O)(=O)c2ccc3c(c2)OCCO3)CC1 (stereo not given in full),12,0.3,/,105,15,105,103,98,2,104,103
CC(C)[C@H](NC(=O)c1ccco1)C(=O)NC12CC3CC(CC(C3)C1)C2,13,1.4,-31,88,11,93,90,98,3,90,88
COc1ccccc1-c1nnc(SC(C(=O)c2c[nH]c3ccccc23)c2ccccc2)n1C (stereo not given),15,1.5,/,95,20,95,92,96,10,95,100
Cc1c(Cl)cccc1NC(=O)CCC(=O)NNC(=O)CCC(=O)O,71,-0.3,-20,98,8,95,100,105,-1,96,98
CC1=C(C)NC(=S)SC1,27,0.2,/,101,11,100,98,99,2,98,106
CC1/C(=N/O)CC(c2ccco2)NC1c1ccco1 (stereo not given),19,0.7,5,99,6,102,96,97,3,98,107
O=C(Cc1ccc(F)cc1)Nc1nnc(SCC(=O)NC2CCCC2)s1,23,0.1,-18,100,11,101,103,102,0,99,106
CCCc1ccccc1OCCNC(C)=O,35,0.7,6,96,5,97,92,93,2,92,93
CCn1c(SCC(=O)N2CCN(c3ccccc3)CC2)nnc1-c1cc2cc(Cl)ccc2o1,25,0.8,2,96,18,99,96,94,7,95,95

# Part of the list above, with tabs:
Molecule	GSH fluor	ABCB1 block	Pf gamet viab	HRas wt GTP	Avidin fluor	Cdc42 wt GTP	Rab2A wt mod	Rab7 wt GTP bind	ABCG2 inh	Rac1 act GTP bind	Rac1 wt GTP bind
COc1ccc(CC(=O)Nc2cc(NC(=O)Cc3ccc(OC)c(OC)c3)cc(C(=O)O)c2)cc1OC	17	0.1	-13	96	10	95	95	96	0	95	100
COc1cccc(/C=C2\N=C(SC)SC2=O)c1OC	20	0.5	/	101	27	100	98	96	55	98	106
COc1cc2cccc(OC)c(=O)c2c(OC)c1OC	15	0.4	/	98	11	101	98	104	5	97	104
COc1ccc(CS(=O)c2nc(C)cc(C)c2S(C)(=O)=O)cc1 (stereo not given)	15	-0.1	/	98	14	102	98	98	1	100	102
CCOC(=O)c1ccc(CNC(=O)Cn2nnc(-c3ccccc3)n2)o1	11	0.1	5	103	19	102	103	110	13	99	107
CC(C)N1CCC(N2CCN(CCCn3cccn3)CC2CCO)CC1 (stereo not given)	11	0.0	-7	99	11	98	100	105	0	94	101
CC(C)Nc1ncnc2c1cnn2-c1ccccc1	14	0.1	/	98	22	104	100	102	5	100	105
CCOC(=O)c1ccccc1NS(=O)(=O)c1ccc(OC)cc1	28	3.0	11	96	3	95	98	99	39	99	97
O=C1CC(c2ccco2)=Nc2ccccc2N1	69	0.0	/	100	7	103	100	94	3	99	101
CCOc1ccc(C(=O)Nc2cccc(C(=O)O)c2C)cc1Cl	9	0.5	11	101	5	101	99	97	2	99	103
CCOc1ccc(C(=O)c2cc([N+](=O)[O-])ccc2Cl)cc1	29	-0.6	-9	100	8	101	100	104	2	97	103
O=S(=O)(Nc1nc2ccccc2nc1Cl)c1ccc2c(c1)OCCO2	16	0.1	/	89	7	88	89	91	10	87	92
CCCN1C2CCCC1CC(NC(=S)Nc1ccc(OC)cc1)C2 (stereo not given)	19	0.1	/	99	12	98	100	104	0	95	99

# Continued.
SMILES,GSH fluor,ABCB1 block,Pf gamet viab,HRas wt GTP,Avidin fluor,Cdc42 wt GTP,Rab2A wt mod,Rab7 wt GTP bind,ABCG2 inh,Rac1 act GTP bind,Rac1 wt GTP bind
CN1CCN(C(=S)Nc2ccc(Cl)cc2Cl)CC1,14,-0.1,-31,104,16,101,102,103,0,97,101
CCOCCN1CCN(c2c(CC)c(C)nc3cc(-c4cc(OC)cc(OC)c4)nn23)CC1,84,30,10,103,5,102,104,102,33,101,104
Cn1c(SCC(N)=O)nnc1-c1ccc(C(C)(C)C)cc1,11,0.7,-17,99,9,101,99,104,25,97,101
CSC1=NC2C(N1)N(C)C(=O)N2C (stereo not given),13,0.1,5,103,14,105,99,101,1,103,109
Cc1ccc(N2C(=O)C3C4C=CC(CNC(=S)N5CCN(c6ccccc6)CC5)(O4)C3C2=O)cc1 (stereo not given),18,2.1,-15,100,12,99,100,104,50,98,99
O=C(Cc1cccs1)NNC(=O)c1ccc(F)cc1,8,0.7,-7,100,7,104,100,99,1,98,104
COc1cc(-c2nnc(SCC(=O)OC3CCCCC3)o2)cc(OC)c1OC,72,0.8,/,102,7,102,101,99,2,100,100
CO/N=C(/c1nonc1N)N1CCN(c2ccc([N+](=O)[O-])cc2)CC1,33,-0.1,/,95,12,96,92,95,7,93,91
Cc1ccc(C(=O)OCC(=O)NCCC2=CCCCC2)cc1N,6,0.2,-2,96,22,94,97,103,3,91,95
CC(NC(=S)NCc1ccc(F)cc1)C12CC3CC(CC(C3)C1)C2 (stereo not given),9,0.1,6,97,9,97,97,103,2,96,99
CC1=C(C#N)C(=O)N(C)C(C)(C)C1,18,0.3,/,103,31,104,104,102,0,100,105
Cc1c(C)c(C)c(S(=O)(=O)n2[nH]c(=O)c(CCO)c2C)c(C)c1C,17,0.5,3,96,9,98,94,96,2,96,100

# Source: PubChem
